Bioassay records: PubChem, Broad Institute
PglD DTNB = inhibitors of Campylobacter jejuni PglD acetyltransferase; inhibition, % at 12.5 µM; purified PglD enzyme, DTNB colorimetric CoA detection; 0.098% of 360,000 active; AID 602405; in the data active = inhibition above about 16%, passing the limit was not always enough; note: strong numbers were not always called active
E-sel inducer = induces E-selectin expression in human endothelial cells. AID 686992. activation, % at 7.58 µM. P16581. HUVEC E-selectin immunofluorescence imaging; normalized: neutral wells 0, TNF-alpha wells 100. 0.37% of 260,000 active;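 active = mean E-selectin-positive cell signal at least 10% of the positive control, reached in at least 60% of replicates, without over 20% cell loss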;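 note: in these data hits start at about 27%; measured in HUVEC primary endothelial cells; signal is the percent of cells scored E-selectin positive by PE staining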
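Test system: HUVEC | Signal: Immunofluorescence imaging | Read-out: Percent E-selectin-positive cells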
ERAP1 HTS inh = blocks human ERAP1 aminopeptidase activity. Q9NZ08. inhibition, % at 10.7 µM. recombinant ERAP1, Leu-AMC fluorescence, 60 min. AID 652197. 0.15% of 340,000 active;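 active = mean replicate inhibition of at least 30%, or all replicates individually reaching that 30% level; inactive = mean below 30% and not every replicate reaching it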;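 note: 0% = neutral control wells and 100% = L-leucinethiol positive control wells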
Target sequence (Q9NZ08 whole entry, looked up): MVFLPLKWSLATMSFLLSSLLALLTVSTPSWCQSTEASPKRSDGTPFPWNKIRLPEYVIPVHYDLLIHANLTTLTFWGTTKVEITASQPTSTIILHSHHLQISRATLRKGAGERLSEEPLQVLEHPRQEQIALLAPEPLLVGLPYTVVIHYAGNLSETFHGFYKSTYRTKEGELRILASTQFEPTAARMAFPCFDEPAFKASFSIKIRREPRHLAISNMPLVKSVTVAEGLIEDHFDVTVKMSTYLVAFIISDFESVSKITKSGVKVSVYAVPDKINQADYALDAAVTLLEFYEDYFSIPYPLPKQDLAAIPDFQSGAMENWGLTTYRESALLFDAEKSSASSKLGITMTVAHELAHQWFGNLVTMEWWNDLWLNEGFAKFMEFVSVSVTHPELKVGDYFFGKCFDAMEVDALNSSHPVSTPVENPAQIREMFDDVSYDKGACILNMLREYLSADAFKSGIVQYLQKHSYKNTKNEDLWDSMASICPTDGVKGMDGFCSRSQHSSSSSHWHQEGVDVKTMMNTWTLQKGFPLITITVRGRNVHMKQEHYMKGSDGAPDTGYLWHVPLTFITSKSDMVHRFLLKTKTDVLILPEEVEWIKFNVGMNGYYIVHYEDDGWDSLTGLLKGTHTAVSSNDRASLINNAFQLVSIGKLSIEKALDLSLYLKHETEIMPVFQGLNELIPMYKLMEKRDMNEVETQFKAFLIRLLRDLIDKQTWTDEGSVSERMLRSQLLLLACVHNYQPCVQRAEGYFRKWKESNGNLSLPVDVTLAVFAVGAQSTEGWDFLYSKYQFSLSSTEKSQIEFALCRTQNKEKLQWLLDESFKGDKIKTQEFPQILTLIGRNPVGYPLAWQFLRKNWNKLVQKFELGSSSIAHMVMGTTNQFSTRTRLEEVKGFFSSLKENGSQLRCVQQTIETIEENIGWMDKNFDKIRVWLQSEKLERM
RAD52 anneal inh = blocks human RAD52 DNA annealing; P43351; recombinant RAD52 DNA annealing, FRET fluorescence; inhibition, % at 18.7 µM; 0.46% of 360,000 active;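 active = every replicate showing at least 50% inhibition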
Cneo AK release = Cryptococcus neoformans lysis via adenylate kinase release; C. neoformans lysis, adenylate kinase release luminescence, 4 h; normalised: neutral wells 0, clomiphene wells 100; lysis activity, % at 15 µM; 0.2% of 360,000 active; AID 651654;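 active = mean lysis activity across replicates of at least 80%, whatever share of replicates individually reach that level; inactive = mean lysis activity below 80%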
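Material: C. neoformans cells; Schedule: 4 h static compound exposure, 37 °C, read 1 h post-reagent; Measured by: adenylate kinase release luminescence; Read-out: signal increase indicating cell lysis; Controls: Clomiphene as positive lysis control.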
RAD54 branch = inhibitors of human RAD54 branch migration; AID 602329; inhibition, % at 10.4 µM; RAD54 Holliday junction branch migration, FAM/BHQ fluorescence; Q92698; 0.14% of 360,000 active;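 active = mean normalized replicate activity at least 40 and at least half of replicates scoring 40 or more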;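 note: 0% = median of neutral control wells and 100% = median of positive control wells; inhibitors cause a drop in the FAM fluorescence signal; in these data hits start at about 50%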
PGC1a acetyl inh = lowers PGC1a acetylation signal in U2OS cells | AlphaScreen anti-acetyl-lysine; with virally co-expressed GCN5 acetyltransferase | inhibition, % at 15.6 µM | 0.17% of 350,000 active | AID 651687;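 active = every replicate shows inhibition of at least 40%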;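 note: 0% = neutral control wells and 100% = positive control wells; some results beyond the cut were filed as inactive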
miR-122 sensor = inhibitors of miR-122 in Huh7 cells | Huh7 miR-122 Renilla luciferase sensor, 48 h; neutral wells = 0, positive control = 100 | 0.3% of 340,000 active | activation (reporter increase), % at 12.5 µM;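 active = mean replicate activation score at least 90 and every replicate individually at or above 90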;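 note: higher luciferase means less miR-122 activity so hits act as miR-122 inhibitors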
* hit, by the source's call; . = not tested or not shown; & = joins results of further samples; [ ] = another dose, or the depositor's remark.

SMILES	ERAP1 HTS inh	PGC1a acetyl inh	RAD52 anneal inh	E-sel inducer	RAD54 branch	miR-122 sensor	Cneo AK release	PglD DTNB
COc1ccc(C(=O)N2CCC2)cc1S(=O)(=O)NCc1ccc(Cl)cc1	0	.	10	2.2	4	.	1	-3
C[C@H](CO)N1C[C@H](C)[C@H](CN(C)C(=O)NC2CCCCC2)OCCCC[C@H](C)Oc2ccc(NC(=O)CCC(F)(F)F)cc2C1=O	3	.	-5	-0.1	4	14[16.7 µM]	-1	0
Cc1ccc(/C=C2/Sc3ccc(C(=O)N4CCN(c5ccccn5)CC4)cc3NC2=O)cc1	-1	-5	-336	0.1	-20	-4	-1	1
CC(=O)c1c(C)n([O-])c2ccccc2[n+]1=O	.	.	.	-2.1	-2	9	-1	2
COC(=O)c1sccc1NC(=O)Nc1ccc(OC)c(OC)c1	-1	-2	-5	-0.1	-5	-5	-2	-4
COC(=O)C1(C)Nc2ccccc2C(=O)N1c1ccccc1C (configuration not stated)	.	.	-3	-0.1	4	1	2	3
Cc1ccc(NC(=O)c2ccc(Br)o2)cc1S(=O)(=O)N(C)C	-3	1	-38	-0.3	.	7	.	.
CCSCc1nnc(SCC(=O)Nc2nc3ccccc3s2)n1C	.	-1	.	.	0	1	1	3
CCOC(=O)N1CCN(C(=O)c2ccccc2N(C)S(C)(=O)=O)CC1	0	5	-1	.	3	-3	2	-11
c1csc(-c2nnc(Cc3cccc4ccccc34)o2)c1	.	.	.	.	-8	6	2	1
O=C(C[C@H]1CC[C@@H](NC(=O)Nc2ccccc2)[C@@H](CO)O1)NCc1ccccn1	0	14	1	-0.6	2	.	0	3
CC(C)Cc1cc(CN2CCC(CO)(Cc3ccccc3)CC2)[nH]n1	-9	-6	6	.	-2	-5	-1	5
CCN(CC)CCCN1C(=O)C(O)=C(C(=O)c2sc(C)nc2C)C1c1ccco1 (configuration not stated)	.	-12	.	.	-40	-10	-2	0
Clc1ccc(/C=N/Nc2nn[nH]n2)cc1	.	-5	.	.	-5	0	-7	-7
C[C@@H]1CN([C@H](C)CO)C(=O)c2cc(NC(=O)NC3CCCCC3)ccc2O[C@@H](C)CCCCO[C@H]1CN(C)S(=O)(=O)c1ccccc1	1	-17	2	-0.3	-4	-9[16.7 µM]	-2	-1
CC(NC(=O)C1CC(=O)N(c2ccc3c(c2)OCCO3)C1)c1ccccc1 (configuration not stated)	1	-7	-21	-0.2	11	-3	5	1
O=C(c1cccnc1)N1CCC(Oc2ccc(C(=O)N3CCCCO3)cc2)CC1	-3	3	-3	-0.1	-8	3	-1	-6
CC(=O)N1C[C@@H](CO)[C@@H](N(C)C(=O)C2CCCCC2)C[C@H]1c1ccccc1	.	1	7	-8.4	-5	1	1	-4
c1ccc2[nH]c(NC3=NCCC3)nc2c1	.	0	.	.	-17	-5	2	2
CCOC(=O)NC(=O)CSc1ccc(C)cc1C	2	16	-5	8.0	.	.	.	.
Cc1nc(SCc2nc3ccc([N+](=O)[O-])cc3[nH]2)c2oc3ccccc3c2n1	.	-5	-74	-0.3	3	-3	3	-1
O=C(NCCC1CCCCN1S(=O)(=O)c1ccc(F)cc1)C(=O)NCCN1CCOCC1 (configuration not stated)	2	21	-6	.	-1	.	3	3
CC(C)Oc1ccccc1NC(=O)CSc1nc2ccccc2c(=O)n1C	-1	12	-22	.	-2	12	-1	8
NC(=O)C1CC(=O)N(c2ccc(OCC(=O)NCc3ccccc3)cc2)C1 (configuration not stated)	-3	11	-3	.	1	-3	0	-8
Cc1ccc(S(=O)(=O)N(CC(=O)N/N=C/c2ccco2)Cc2ccccc2)cc1	.	-7	.	.	-5	4	2	-3

Two entries from above, with values under each structure.
Order of values – ERAP1 HTS inh, PGC1a acetyl inh, RAD52 anneal inh, E-sel inducer, RAD54 branch, miR-122 sensor, Cneo AK release, PglD DTNB
CCOC(=O)N1CCN(C(=O)c2ccccc2N(C)S(C)(=O)=O)CC1
→ 0, 5, -1, ., 3, -3, 2, -11
c1csc(-c2nnc(Cc3cccc4ccccc34)o2)c1
→ ., ., ., ., -8, 6, 2, 1

New compounds follow:
SMILES	ERAP1 HTS inh	PGC1a acetyl inh	RAD52 anneal inh	E-sel inducer	RAD54 branch	miR-122 sensor	Cneo AK release	PglD DTNB
C[C@]1(CO)CCC[C@@]2(C)C1CC[C@@H](CO)[C@@H]2CCc1ccoc1 (some centres not stated)	0	-7	12	0.1	-2	-2	-2	1
NC(N)=N/N=C/c1ccc(OCc2ccccc2)cc1	-76	8	20	.	0	-8	1	-6
Cc1ccc(C2c3c(oc4ccccc4c3=O)C(=O)N2CCCN2CCOCC2)o1 (configuration not stated)	.	-12	.	.	1	1	2	-2
C[C@@H]1CCCCO[C@H](CN(C)C(=O)Nc2ccc3c(c2)OCO3)[C@@H](C)CN([C@@H](C)CO)C(=O)c2cc(NS(=O)(=O)c3cn(C)cn3)ccc2O1	0	4	5	-0.2	1	-3[16.7 µM]	1	1
CCOc1ccc(C(=O)Nc2ccccc2CC)cc1[N+](=O)[O-]	0	.	-8	.	-7	.	-2	-11
CCN1/C(=C2\C(=O)N(C)C(=S)N2c2ccccc2)C=Cc2ccccc21	.	1	-8	-0.6	1	-2	3	-5
C[C@H](CO)N1C[C@H](C)[C@@H](CN(C)C(=O)NC2CCCCC2)Oc2ccc(NC(=O)CCN3CCOCC3)cc2C1=O	0	6	1	7.5	-16	4[16.7 µM]	0	0
Cc1ccc(N=Cc2ccc(O)cc2O)cc1F	.	3	.	.	2	-5	-3	-10
COCCCNC(=O)CSC1=Nc2ccccc2C2=NC(Cc3c[nH]c4ccccc34)C(=O)N12 (configuration not stated)	.	1	.	.	-2	7	2	0
CCOc1cc(-c2nnn(CC(=O)N3CCCCC3)n2)ccc1OC	-3	-3	-4	-0.4	2	-2	0	4
O=C(COc1ccc(Cl)cc1)NCCCNC(=O)c1cnccn1	-4	.	-7	34*	4	.	1	-8
C[C@@H]1CN([C@@H](C)CO)C(=O)c2cccc(NC(=O)C3CCOCC3)c2O[C@H]1CN(C)S(=O)(=O)c1ccc(Cl)cc1	1&-4	6&10	1&-13	2.1&-0.3	5&-16	-10[16.7 µM]	5&0	1&-5
COc1ccc(S(=O)(=O)N(C)C[C@@H]2Oc3ccc(NC(=O)Cc4cn(C)c5ccccc45)cc3CC(=O)N([C@@H](C)CO)C[C@@H]2C)cc1	1	3	-4	-0.2	0	-10[16.7 µM]	-2	0
CC(=O)NC(NC(=S)N1CCCCCC1)C(Cl)(Cl)Cl (configuration not stated)	-11	.	-10	9.9	2	.	-1	3
C[C@H](NC(=O)c1ccccc1Cl)C(=O)Nc1ccccc1F	0	.	-11	0.8	0	-3	1	0
CCOc1ccccc1NC(=O)NC1CCN(CC(=O)Nc2ccc3c(c2)OCCO3)CC1	.	.	.	.	0	15	-1	3
Cc1cc(F)ccc1NS(=O)(=O)c1cccc2nsnc12	1	4	-4	.	-8	-2	-2	-2
CC(c1nccs1)N(C)C(=O)CCc1nnc(CCc2ccccc2)o1 (configuration not stated)	.	10	2	0.0	-6	0	3	-7
Cc1nnc(SCCN2CCOCC2)c2nn(-c3ccccc3F)c(C)c12	.	.	.	.	-19	-1	2	-1
CCCCOc1ccc(/C=C/C(=O)NCCc2nc3ccccc3[nH]2)cc1	1	14	-22	.	4	-2	-2	-3
O=C(Nc1ccccc1F)N1CCCCN2[C@H](C1)[C@H](c1ccc(C#Cc3ccccc3)cc1)[C@@H]2CO	-3	-12	8	-0.4	-5	-1[16.7 µM]	-2	3
CN(CC(=O)Nc1ccc(Cl)cc1)C(=O)Cc1c(F)cccc1Cl	0	.	-3	0.1	6	.	-1	1
CCc1nnc(NC(=O)C2CCCN2C(=O)Nc2ccc(Cl)cc2)s1 (configuration not stated)	-2	-4	-9	16	.	0	.	.
COc1cc(C(=O)NCCC2=CCCCC2)ccc1OCc1c(C)noc1C	-1	-3	-5	.	1	-7	-2	0
N#Cc1cccc(-c2ccc3c(c2)[C@H]2[C@H](CCN2C(=O)c2ccncc2)[C@@H](CO)N3)c1	.	-10	.	-0.2	5	-1[16.7 µM]	-2	-1

A section from further up, as a working copy:
SMILES	ERAP1 HTS inh	PGC1a acetyl inh	RAD52 anneal inh	E-sel inducer	RAD54 branch	miR-122 sensor	Cneo AK release	PglD DTNB
C[C@H](NC(=O)c1ccccc1Cl)C(=O)Nc1ccccc1F	0	.	-11	0.8	0	-3	1	0
CCOc1ccccc1NC(=O)NC1CCN(CC(=O)Nc2ccc3c(c2)OCCO3)CC1	.	.	.	.	0	15	-1	3
Cc1cc(F)ccc1NS(=O)(=O)c1cccc2nsnc12	1	4	-4	.	-8	-2	-2	-2

Record cards, from the list above:
Entry for `COCCCNC(=O)CSC1=Nc2ccccc2C2=NC(Cc3c[nH]c4ccccc34)C(=O)N12` (configuration not stated) = ERAP1 HTS inh = .; PGC1a acetyl inh = 1; RAD52 anneal inh = .; E-sel inducer = .; RAD54 branch = -2; miR-122 sensor = 7; Cneo AK release = 2; PglD DTNB = 0
Entry for `CN(CC(=O)Nc1ccc(Cl)cc1)C(=O)Cc1c(F)cccc1Cl` = ERAP1 HTS inh = 0; PGC1a acetyl inh = .; RAD52 anneal inh = -3; E-sel inducer = 0.1; RAD54 branch = 6; miR-122 sensor = .; Cneo AK release = -1; PglD DTNB = 1

Next section.
SMILES	ERAP1 HTS inh	PGC1a acetyl inh	RAD52 anneal inh	E-sel inducer	RAD54 branch	miR-122 sensor	Cneo AK release	PglD DTNB
C[C@@H]1CN([C@H](C)CO)C(=O)c2cc(NC(=O)Cn3cnnn3)ccc2O[C@H]1CN(C)CC1CCCCC1	3	7	-12	0.0	-2	-7[16.7 µM]	-1	5
CC1(C)CC(=O)C=C(Nc2ccc(C(=O)O)cc2)C1	.	-1	.	.	-2	-6	-2	-6
C[C@H](CO)N1C[C@H](C)[C@@H](CN(C)S(=O)(=O)c2cccs2)OCCCC[C@H](C)Oc2ccc(NC(=O)c3ccncc3)cc2C1=O	1	7	-19	.	2	0[16.7 µM]	-5	2
O=C(c1cccc([N+](=O)[O-])c1)N1CCCC(C(=O)N2CCN(c3ccccc3)CC2)C1 (configuration not stated)	-1	0	-5	-0.2	7	8	-4	0
CSc1nnc2c(n1)OC(C)N(C(=O)c1ccccc1)c1ccccc1-2 (configuration not stated)	.	-3	.	.	0	4	1	-3
O=C(NC1CCC1)[C@@H]1[C@@H](CO)[C@@H]2Cn3c(ccc(-c4ccccc4)c3=O)[C@@H]2N1CC1CC1	3	3	-8	0.1	.	.	.	.
